# Bioassay records from PubChem.
# PP5 primary: PP5 (human) phosphatase inhibition; purified PP5c, OMFP substrate fluorescence; 320,000 tested, 0.18% active; P53041; inhibition, % at 6.7 µM;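 active = inhibition above the campaign's mean inhibition across all tested compounds plus 3 SD, cut at about 9.5% in these data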;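 note: 0% = DMSO only and 100% = 100 µM cantharidin control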
# TPT1 inh: C. albicans TPT1 enzyme inhibition. recombinant caTPT1, FP RNA substrate dephosphorylation. inhibition, % at 5 µM. 300,000 tested, 0.81% active. AID 1962;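 active = inhibition above the mean of all tested compounds plus 3 SD, set per screening campaign, cut at about 24% in these data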;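 note: plate controls were DMSO alone for no effect and ferristatin control at 100 nM for full effect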
# Efflux pump mplx: inhibitors of Candida antifungal efflux pumps expressed in yeast; S. cerevisiae Candida pump triplex, Nile Red efflux; 330,000 tested, 0.44% active; inhibition, % at 10 µM;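 active = plate passing quality check with inhibition over a set limit, or well fluorescence over plate mean plus 4 SD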;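 note: Nile Red retained in pooled yeast measured as flow cytometry median fluorescence; 0% = buffer negative control and 100% = Enniatin B positive control; higher means more Nile Red kept so more efflux inhibition; some compounds called inactive have numbers as strong as hits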
# core dimer inh: blocks dimerization of HCV core protein. TR-FRET GST/Flag-core106 dimerization, 1536-well. inhibition, % at 5 µM. 300,000 tested, 0.33% active. AID 1899;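 active = inhibition above the mean of all tested compounds plus 3 SD, set per screening campaign, cut at about 45% in these data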
#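 System: GST/Flag-tagged HCV core106 proteins. Incubation: compound-protein-antibody incubation 4 h at 22.5 °C. Technique: HTRF with 340 nm excitation, 617/671 nm emission. Medium: KF-containing HEPES buffer, pH 7.45, DTT, CHAPS, BSA. Read-out: inhibition (%) from 671 over 617 nm ratio. Also added: Eu(K)-anti-GST 90 ng/mL plus XL665-anti-Flag 1 µg/mL.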
# JMJD2C inh: human JMJD2C demethylase inhibition | 330,000 tested, 0.069% active | AID 2099 | Q9H3R0 | inhibition, % at 2.35 µM | GST-JMJD2C(1-420) H3K9me3 demethylation, DELFIA europium;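 active = more than half of a compound's replicate wells show inhibition beyond 50%, single wells judged on their own value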;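 note: signal counts dimethyl H3K9 product captured on neutravidin plate; 0% = median of DMSO wells and 100% = 0.3 times that DMSO median; strong numbers were not always called active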
# Target sequence (Q9H3R0 1-420 limits assumed): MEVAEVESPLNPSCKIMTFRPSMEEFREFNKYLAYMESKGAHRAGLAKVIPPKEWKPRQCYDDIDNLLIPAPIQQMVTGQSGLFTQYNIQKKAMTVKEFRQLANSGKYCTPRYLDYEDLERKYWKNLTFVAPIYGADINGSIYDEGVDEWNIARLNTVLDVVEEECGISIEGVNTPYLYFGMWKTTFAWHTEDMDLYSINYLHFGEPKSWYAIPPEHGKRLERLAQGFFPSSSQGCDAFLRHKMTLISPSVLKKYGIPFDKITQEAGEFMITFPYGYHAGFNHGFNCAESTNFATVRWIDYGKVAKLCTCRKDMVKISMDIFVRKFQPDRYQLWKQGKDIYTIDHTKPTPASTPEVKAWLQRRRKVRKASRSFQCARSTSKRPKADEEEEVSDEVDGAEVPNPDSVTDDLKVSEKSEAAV
# PP1 counter: counter-screen for PP5 inhibitors: inhibitors of human PP1-alpha; 320,000 tested, 0.9% active; inhibition, % at 6.7 µM; purified PP1alpha, OMFP fluorescence; AID 2235;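 active = inhibition above the mean inhibition of all tested compounds plus 3 SD, computed separately for each screening campaign, cut at about 15% in these data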
# CTSL1 counter: blocks F. hepatica cathepsin L1 in PFM18AAP counter-screen. recombinant F. hepatica cathepsin L1, Z-Leu-Arg-MCA fluorescence. inhibition, % at 5.96 µM. 300,000 tested, 0.49% active;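 active = inhibition above the mean of all tested compounds plus 3 SD, set per screening campaign, cut at about 17% in these data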;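 note: 0% = plate median of test compound wells and 100% = 1 µM Z-Phe-Ala-diazomethylketone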
# proCasp7 act: counter-screen: procaspase-7 (human) activation; P55210; recombinant procaspase-7, Ac-DEVD-pNA absorbance 405 nm; D23A/D198A/D206A triple mutant, cannot self-cleave; scale: DMSO 0, 5 µM enzyme 100; activation, % at 8.5 µM; 330,000 tested, 0.093% active;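 active = percent activation above the screen-wide mean plus 3 SD, cut at about 25% in these data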
# Target sequence (P55210 whole entry D23A/D198A/D206A): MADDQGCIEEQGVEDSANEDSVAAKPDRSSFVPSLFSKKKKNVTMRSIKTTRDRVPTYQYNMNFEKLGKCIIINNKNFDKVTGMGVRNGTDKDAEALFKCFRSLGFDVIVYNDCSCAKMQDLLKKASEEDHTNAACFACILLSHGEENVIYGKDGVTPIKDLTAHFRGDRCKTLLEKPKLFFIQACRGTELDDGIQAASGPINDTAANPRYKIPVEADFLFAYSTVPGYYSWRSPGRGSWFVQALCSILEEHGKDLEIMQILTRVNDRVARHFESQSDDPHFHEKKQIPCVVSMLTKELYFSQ
#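 Replicates: singlicate. Assay system: Procaspase-7 triple mutant (PC-7 D3A). Signal: 405 nm absorbance of p-nitroaniline. Times: 1 h preincubation, 2 h reaction. Buffer or medium: Zinc-free HEPES pH 7.4 with 300 mM NaCl, 0.01% Triton X-100. Also added: DEVD-pNA substrate. Benchmarks: DMSO wells as 0%, DMSO with 5 µM added PC-7 as 100%.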
# proCasp3 act: procaspase-3 (human) activation | P42574 | recombinant procaspase-3 D3A, Ac-DEVD-pNA absorbance 405 nm | activation, % at 8.5 µM | 330,000 tested, 0.11% active | AID 463141;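 active = activation above the mean of all tested compounds plus 3 SD, cut at about 21% in these data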;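 note: 0% = DMSO alone and 100% = DMSO wells spiked with extra 5 µM PC-3 D3A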
# Target sequence (P42574 whole entry D9A/D28A/D175A): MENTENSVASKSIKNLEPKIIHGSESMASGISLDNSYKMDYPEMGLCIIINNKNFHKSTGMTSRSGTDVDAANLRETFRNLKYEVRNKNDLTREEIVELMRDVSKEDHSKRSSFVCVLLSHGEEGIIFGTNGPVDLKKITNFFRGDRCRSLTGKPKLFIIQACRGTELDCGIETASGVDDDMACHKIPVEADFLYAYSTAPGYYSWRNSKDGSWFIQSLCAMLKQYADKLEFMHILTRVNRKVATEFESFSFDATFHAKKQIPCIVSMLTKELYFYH
#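 assay system = Procaspase-3 D3A mutant | signal = absorbance at 405 nm, 0 and 120 min | times = 1 h preincubation plus 2 h reaction at 25 °C | repeats = single replicate | read-out = % activation between DMSO and enzyme-spiked controls | medium = Zinc-free HEPES saline buffer with Triton X-100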
# * hit, by the source's call; x = no result given.
SMILES,PP5 primary,TPT1 inh,Efflux pump mplx,core dimer inh,JMJD2C inh,PP1 counter,CTSL1 counter,proCasp7 act,proCasp3 act
COc1ccc(CCNC(=O)C(=O)NCC2OCCN2S(=O)(=O)c2ccc(Cl)cc2)cc1OC (stereo unspecified),-0.1,-2.9,0.0,8.6,-15.8,-1.4,1.0,-0.7,-4.1
Cc1cc2cc(C(c3nnnn3C(C)(C)C)N(Cc3ccco3)CC3CCCO3)c(=O)[nH]c2cc1C (stereo unspecified),0.0,2.2,0.2,6.6,-8.6,0.4,5.6,-19.3,-17.9
C=CCNC(=O)/C(C#N)=C/c1ccc(C)o1,0.7,-0.8,0.0,-3.0,1.4,-1.8,1.5,10.9,-1.3
O=C(CSc1ccc(-c2ccc(F)cc2)nn1)NCc1ccco1,2.9,-1.9,0.0,0.2,-21.7,-0.9,-2.3,3.5,-1.7
O=C(NCc1ccco1)C1CCN(Cc2ccc(F)cc2)CC1,1.7,0.6,-0.3,-3.2,-11.0,-2.6,-3.2,-5.7,3.5
O=C(CNC(=O)c1cccs1)c1ccc([N+](=O)[O-])cc1,1.4,-4.1,-0.1,11.4,-5.7,-0.8,-0.3,-3.8,7.9
COC(=O)C1=C(C)N(C)C(=S)NC1c1c(OC)ccc2ccccc12 (stereo unspecified),-1.8,-0.5,-0.1,4.4,-8.1,-3.5,0.4,10.4,4.2
OC(CNCc1ccccc1)(c1ccccc1)c1ccccc1,-1.2,0.5,0.1,-3.0,22.2,2.9,-2.1,8.5,-2.0
Cc1nn(-c2ccccc2)c(C)c1C(=O)OCC(=O)N(C)C1CCS(=O)(=O)C1 (stereo unspecified),3.8,-2.2,0.0,-7.4,0.5,-1.1,-2.5,4.5,2.0
CC(Sc1nc2ccccc2o1)C(=O)O (stereo unspecified),-0.7,2.2,-0.1,-1.1,1.5,-1.7,-2.6,1.3,4.5
Cc1ccc(NS(=O)(=O)c2cccc(C(=O)N3CCCC(C)C3)c2)cc1 (stereo unspecified),0.4,-2.2,-0.1,-0.5,0.8,-2.5,6.4,-2.8,-6.3
Cc1ccc(NC(=O)N2C(=O)C3(OCCO3)c3ccccc32)cc1,0.3,1.2,0.0,-6.9,12.8,-1.6,-4.0,-7.5,5.1
O=c1[nH]c(CSc2nnc3ccccn23)nc2ccccc12,0.3,-2.3,-0.2,-14.4,0.8,-1.1,4.2,8.8,4.9
COCCNS(=O)(=O)c1ccc(OCC(=O)OC)c(Cl)c1,0.7,-2.0,-0.1,0.1,x,-5.3,-0.5,-3.9,3.4
COc1cc(CN2CCCCCC2)c([N+](=O)[O-])cc1OC,-1.5,3.0,0.1,-1.7,-0.5,1.1,-3.9,-11.4,-7.2
CC(C)Oc1ccc2c(=O)c(-c3ccccc3)coc2c1,3.1,-2.3,0.1,-4.7,-18.7,-1.7,-4.8,4.2,-2.6
COc1ccc(-n2ncc3c(N4CCC(C)CC4)ncnc32)cc1,4.1,1.8,0.0,1.1,-1.7,-0.8,0.2,0.9,0.2
CCN(CC)S(=O)(=O)c1ccc(OC)c(NS(=O)(=O)Cc2ccccc2)c1,1.9,-4.3,-0.1,1.5,4.6,-0.7,2.2,7.7,-2.9
Cc1ccc(S(=O)(=O)NCC(c2cccnc2)N2CCOCC2)cc1 (stereo unspecified),2.8,1.2,0.0,-5.6,-9.8,-0.6,1.2,4.3,8.8
O=C(/C=C/c1cccc([N+](=O)[O-])c1)N1CCN(Cc2ccc3c(c2)OCO3)CC1,1.4,-2.1,0.1,-3.7,-6.5,0.6,0.2,7.2,-0.8
Cc1ccc(C)c(NC(=O)C2CCCN(S(=O)(=O)c3ccc4[nH]c(=O)ccc4c3)C2)c1 (stereo unspecified),2.9,-6.1,0.1,5.5,-6.6,0.8,-1.5,7.5,-3.8
CCCCN(C)C(=O)C1CCN(CCCc2ccccc2)CC1,-2.6,-2.9,0.0,-3.0,-0.2,-3.1,-1.5,8.0,5.9
Cc1ccc2c(c1)OC(c1ccc3c(c1)OCCO3)CC2=O (stereo unspecified),-0.8,0.4,-0.3,9.2,0.7,-0.4,-0.7,-7.9,-4.2
Cc1ccccc1S(=O)Cc1ccc(C(=O)NCCN2CCOCC2)o1 (stereo unspecified),-1.3,-2.8,-0.1,-0.8,2.4,-2.0,-1.9,0.7,2.5
COc1ccc(C(=O)NCCS(=O)(=O)N2CCc3ccccc3C2)cc1,2.1,-1.9,-0.3,0.6,0.6,-1.9,-0.9,5.3,-3.2
Nc1nnc(SCC(=O)OCC(=O)Nc2ccc(Br)cc2)s1,2.5,2.1,0.7,0.4,7.6,-1.7,-25.0,-1.7,-8.6
CCc1cccc2c(C(=O)CN3C(=O)C(=O)N(C4CCCC4)C3=O)c[nH]c12,3.5,x,0.3,x,x,2.6,x,-3.5,6.8
CCN(Cc1nc(-c2ccc(OC)cc2)no1)C(=O)c1ccc2c(c1)OCO2,0.2,2.6,0.1,5.0,-1.3,2.3,-1.7,10.5,-4.5
O=C(NC1CCCCCCC1)c1cnccn1,0.9,-2.1,0.0,-2.1,0.0,0.0,-2.7,-2.5,-5.2
Cc1onc(-c2ccccc2Cl)c1C(=O)NNC(=O)c1ccccc1F,0.0,-2.7,-0.1,-11.9,-7.3,-2.3,6.6,1.4,-5.7
O=C1N=C(N2CCOCC2)SC1=C1CCCCC1,-0.1,-2.5,0.0,-2.7,7.3,-0.2,-1.3,-4.1,-3.4
C=CCSc1nsc(NC(=O)Nc2ccc(F)cc2)n1,4.5,3.1,0.4,1.5,-5.0,7.9,-2.1,-0.4,0.3
COc1ccc(-c2cc(C(F)(F)F)nc(SCCC(=O)NCc3ccccc3)n2)cc1,4.2,-4.1,0.1,17.9,-0.5,-2.8,5.2,1.5,3.3
Cc1nn(CC(=O)O)c(C)c1C,3.7,-1.8,0.0,-2.4,1.2,-4.6,0.5,-1.4,11.8
CC1CC(C)CN(Cc2nc(N)nc(Nc3ccccc3)n2)C1 (stereo unspecified),1.2,1.0,0.0,0.1,6.9,-0.3,9.9,6.9,-0.6
COc1cccc(OC)c1OCCNCC1COc2ccccc2O1 (stereo unspecified),0.4,-5.2,0.1,-8.5,-5.1,-0.6,-1.8,5.7,0.4
C=CCNc1cnn(-c2ccc(C)cc2)c(=O)c1Sc1ccc(C)cc1,-0.3,-6.5,0.1,7.7,9.1,1.2,6.5,2.2,6.0
O=C1Nc2ccc(Br)cc2/C1=C/C1CC=CCC1 (stereo unspecified),5.3,1.5,0.2,4.7,72.2,12.9,27.6*,-5.2,-15.0
COc1cc2[nH]c3c(N4CCC(C(N)=O)CC4)ncnc3c2cc1OC,0.4,6.0,0.1,-1.3,-7.8,0.6,5.8,4.6,0.4
CC1=CC=CN2C1=NC(=O)CC2(C)C(=O)N(CC(=O)NC1CCCC1)c1cc(C)cc(C)c1 (stereo unspecified),-1.6,-1.9,-0.1,-1.1,4.0,-0.8,2.7,-11.5,-1.1

# Quoted from the listing.
# `CCN(Cc1nc(-c2ccc(OC)cc2)no1)C(=O)c1ccc2c(c1)OCO2` in core dimer inh is entered as 5.0
# `CC1CC(C)CN(Cc2nc(N)nc(Nc3ccccc3)n2)C1` (stereo unspecified) in proCasp3 act is entered as -0.6
# `Nc1nnc(SCC(=O)OCC(=O)Nc2ccc(Br)cc2)s1` in core dimer inh is entered as 0.4
# `O=C1Nc2ccc(Br)cc2/C1=C/C1CC=CCC1` (stereo unspecified) in PP1 counter is entered as 12.9
# `O=C1N=C(N2CCOCC2)SC1=C1CCCCC1` in proCasp3 act is entered as -3.4

# Following part
SMILES,PP5 primary,TPT1 inh,Efflux pump mplx,core dimer inh,JMJD2C inh,PP1 counter,CTSL1 counter,proCasp7 act,proCasp3 act
O=C(O)c1[nH]c2ccc([N+](=O)[O-])cc2c1-c1ccccc1,-1.4,2.0,-0.2,-0.6,-0.5,3.0,1.6,4.5,5.8
O=[N+]([O-])c1ccccc1S(=O)(=O)n1nnc2ccccc21,-2.4,-1.0,0.0,2.8,-2.5,0.3,-1.1,-4.8,1.5
FC(F)(F)c1cc(CCN2C(=S)NC[C@@H]2c2ccccc2)cc(C(F)(F)F)c1,3.6,-2.4,-0.1,-17.3,-0.2,4.0,5.8,3.0,16.4
COc1ccc(-n2nc(C(=O)NCC(=O)N3CC(C)CC(C)C3)c3ccccc3c2=O)c(OC)c1 (stereo unspecified),2.4,-1.7,0.3,-1.2,-2.0,-1.8,1.1,0.3,-2.5
O=C(NC1(C(F)(F)F)N=C2SCCN2C1=O)C1CCCCC1 (stereo unspecified),2.9,-1.4,0.2,5.1,2.8,-0.9,-3.1,-9.3,-1.0
CCN1CCC(NC(=O)Nc2ccc(F)cc2F)CC1,0.0,0.3,0.4,-14.0,-6.9,-2.8,-5.0,3.1,-1.3
CCN(CC)CCNC(=O)CS(=O)Cc1nc(-c2ccccc2Cl)oc1C (stereo unspecified),1.4,1.1,0.3,-3.9,-24.6,0.2,-2.7,10.7,2.9
CCOc1cc(-c2nc3cc(C)ccn3c2NCC2CCCO2)ccc1O (stereo unspecified),3.6,1.2,0.4,-14.7,3.1,-2.0,2.5,-8.3,0.8
Cc1ccccc1OCc1n[nH]c(=S)n1Cc1ccccc1,0.3,-0.4,-0.1,-2.3,-7.8,2.3,0.6,-19.9,-13.0
COC(=O)c1sccc1NC(=O)c1ccc(Cl)s1,0.9,0.1,0.1,0.6,4.8,0.7,3.8,3.3,-0.2
O=C(Nc1nnc(CCOCCOCCc2nnc(NC(=O)c3ccco3)s2)s1)c1ccco1,1.3,-2.9,-0.2,-2.5,-1.7,-2.1,-2.7,-6.7,-11.2

# One compound at a time (already shown).
# O=C(O)c1[nH]c2ccc([N+](=O)[O-])cc2c1-c1ccccc1 across the screens: PP5 primary: -1.4; TPT1 inh: 2.0; Efflux pump mplx: -0.2; core dimer inh: -0.6; JMJD2C inh: -0.5; PP1 counter: 3.0; CTSL1 counter: 1.6; proCasp7 act: 4.5; proCasp3 act: 5.8
# CCN1CCC(NC(=O)Nc2ccc(F)cc2F)CC1 across the screens: PP5 primary: 0.0; TPT1 inh: 0.3; Efflux pump mplx: 0.4; core dimer inh: -14.0; JMJD2C inh: -6.9; PP1 counter: -2.8; CTSL1 counter: -5.0; proCasp7 act: 3.1; proCasp3 act: -1.3
